High-throughput results deposited in PubChem BioAssay by several laboratories.
TRPC4 agonist: TRPC4 (mouse) channel activation; Q9QUQ5; HEK293 TRPC4beta/mu-opioid, Fluo4 calcium fluorescence; active compounds read high; B-score at 10 µM; 310,000 compounds, 0.49% hits; AID 2237;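 active means B-score above 5 SD of library B-scores, and initial fluorescence ratio not above library mean plus 5 SD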;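 further: positive B-score marks a calcium rise read as TRPC4 activation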
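Assay system: HEK293 stable line with TRPC4beta plus mu-opioid receptor; schedule: 45 min room-temperature Fluo4 loading, 110 s read; technique: kinetic Fluo4 calcium fluorescence; evaluation: integrated baseline-normalised fluorescence ratio, converted to per-well B score; controls: buffer (low) and maximal DAMGO (high)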
HIF activator: HIF pathway transcriptional activation; AID 1910; U2OS HRE-luciferase reporter, luminescence; normalized: DMSO 0%, desferrioxamine 100%; 300,000 compounds, 0.32% hits; activation, % at 7.5 µM (by protocol);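 active means mean activation of at least 10% of the iron chelator positive control signal, with at least half of replicates also reaching 10%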
MrgX1 antagonist: blocks BAM8-22 activation of human MrgX1 receptor; MRGX1-HEK293 calcium flux, Fluo-4, BAM8-22 antagonism; active compounds read low; 310,000 compounds, 1.3% hits; B-score at 10 µM;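 active means calcium-response B-score plate-corrected more than 3 library SD below zero, starting fluorescence within 5 deviations, no agonist response on first addition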;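 further: peak minus trough fluorescence over baseline after final BAM8-22 challenge near maximal dose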
Target sequence (Q96LB2 whole entry, looked up): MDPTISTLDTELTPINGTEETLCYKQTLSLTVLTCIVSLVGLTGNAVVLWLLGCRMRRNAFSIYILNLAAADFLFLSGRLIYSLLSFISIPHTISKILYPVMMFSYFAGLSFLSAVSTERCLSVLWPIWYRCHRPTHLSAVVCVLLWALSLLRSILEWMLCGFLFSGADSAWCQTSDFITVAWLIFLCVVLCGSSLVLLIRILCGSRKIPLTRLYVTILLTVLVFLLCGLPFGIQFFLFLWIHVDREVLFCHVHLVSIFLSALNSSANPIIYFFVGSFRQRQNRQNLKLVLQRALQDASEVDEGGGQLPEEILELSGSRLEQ
SKKanGAS inh: SKKanGAS growth inhibition; inhibition, % at 7.5 µM; S. pyogenes SKKanGAS, kanamycin growth, BacTiter-Glo, 6 h; 300,000 compounds, 1.3% hits;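 active means mean replicate score, as percent of positive control median, at least 50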;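 further: strain carries kanamycin resistance gene driven by streptokinase promoter and grows in 40 µg/ml kanamycin; loss of luminescence reflects streptokinase promoter inhibition or plain growth inhibition; 0% = median of DMSO wells and 100% = positive control at its reference dose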
TRPC4 block: blocks the mouse TRPC4 cation channel; B-score at 10 µM; 300,000 compounds, 0.39% hits; AID 2247; Q9QUQ5; HEK293 TRPC4beta/mu-opioid, DAMGO-evoked Fluo4 calcium flux; active compounds read low;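 active means B-score over 3 SD under the library average, no early fluorescence shift, positive overall ratio signal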
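Test system – stable TRPC4beta/mu-opioid receptor HEK293 cells · Probe or stimulus – DAMGO, a submaximal dose followed by a maximal one · Dosing – one concentration per compound · Signal – Fluo4 calcium fluorescence by kinetic imaging, 5 s 1 Hz baseline · Evaluation – per-well B score of integrated baseline-normalized Fluo4 ratio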
TRPC4 PAM: TRPC4 (mouse) allosteric potentiation; B-score at 10 µM; HEK293 TRPC4beta/mu-opioid, DAMGO EC20, Fluo-4 Ca2+ flux; active compounds read high; 310,000 compounds, 0.42% hits; Q9QUQ5;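 active means B-score of calcium response area above 5 SD of library B-scores, with initial fluorescence ratio within 5 SD of library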;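 further: B-score of integrated fluorescence ratio over time as area under calcium response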
KLF5 inh: kruppel-like factor 5 inhibition. DLD-1 KLF5 promoter-luciferase reporter, luminescence. inhibition, % at 5 µM. 290,000 compounds, 0.23% hits;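 active means inhibition above a per-plate limit of that plate's mean compound inhibition plus 3 SD, cut at about 60% in these data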;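 further: 0% = DMSO wells and 100% = LY294002 at 200 µM; higher means less KLF5 promoter-driven luciferase light; inactives centre near -14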
aSyn UTR inh: MLPCN primary screen, SNCA 5' untranslated region | alpha-synuclein 5'UTR reporter, inhibitor activity | inhibition, % (tested at 7.5 µM) | 300,000 compounds, 0.82% hits | AID 1813; in the data active means inhibition above about 60%;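 further: H4 neuroglioblastoma cells stably carrying SNCA 5'UTR luciferase fusion; 0% = DMSO wells and 100% = positive control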
IEC-6 tox: kills IEC-6 intestinal cells in KLF5 counter-screen; inhibition, % at 5 µM; IEC-6 cytotoxicity, luminescence viability; AID 1825; 290,000 compounds, 0.78% hits; in the data active means inhibition above about 22%;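 further: 0% = plate median of test compound wells and 100% = cytotoxic reference compound wells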
TRPC6 activator: activators of mouse TRPC6 channel | 310,000 compounds, 0.13% hits | B-score at 10 µM | AID 2550 | Q61143 | HEK293-TRPC6 membrane potential dye fluorescence; active compounds read high;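 active means B-score of the integrated fluorescence ratio above library mean plus 3 SD, and starting fluorescence ratio within library mean plus 5 SD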;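 further: higher score means more depolarization so channel activation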
TRPC6 inhibitor: mouse TRPC6 channel inhibition | AID 2553 | HEK293-TRPC6, membrane potential dye, ACh-evoked depolarization; active compounds read low | B-score at 10 µM | Q61143 | 310,000 compounds, 1.1% hits;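 active means B-score under library mean minus 3 SD, initial fluorescence not abnormally high, positive integrated signal ratio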;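 further: B-score derived from integrated fluorescence ratio over the kinetic read; more negative B-score means stronger inhibition of depolarization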
An asterisk follows results filed as active; i = inactive; . = no result given.

Order of results – aSyn UTR inh	TRPC6 activator	SKKanGAS inh	TRPC4 block	TRPC6 inhibitor	IEC-6 tox	TRPC4 agonist	MrgX1 antagonist	HIF activator	TRPC4 PAM	KLF5 inh
> O=C1CC2(CCN(C(=O)C3CC(=O)N(c4ccccc4)C3)CC2)Oc2ccccc21 (stereo unspecified)
    7.9	i	-0.4	i	i	.	i	i	-17.9	i	.
> CCOc1ccc(N(CC(=O)NCc2ccc(OC)cc2)C(=O)CCC(=O)Nc2nccs2)cc1
    2.9	i	-0.8	i	i	-4.9	i	i	-1.6	i	-18.0
> CCOC(=O)Cn1nnnc1C(CC)N(Cc1ccccc1)Cc1cc2cc(C)ccc2[nH]c1=O (stereo unspecified)
    -10.4	i	2.7	i	i	1.0	i	i	2.3	i	-25.4
> O=C(N/N=C/c1cccc(O)c1)c1cc(C2CC2)nc2ccccc12
    33.5	i	5.5	i	i	-3.4	i	i	-0.7	i	2.1
> Cc1cc(C(=O)Nc2cccc(C(=O)O)c2)oc1C
    87.4*	i	4.9	i	i	-11.9	i	i	-3.0	i	-1.9
> CC(C)n1c(SCC(N)=O)nc2c1c(=O)n(C)c(=O)n2C
    13.8	i	11.1	i	i	-3.2	i	i	0.0	i	-15.5
> CCOC(=O)c1c(N)sc(C(O)(C(F)(F)F)C(F)(F)F)c1-c1ccc(F)cc1
    7.0	i	6.4	i	i	-4.4	i	i	-0.2	i	-1.4
> COc1ccc(N(C)C(=O)c2ccc3snnc3c2)cc1
    6.5	i	0.7	i	i	-0.6	i	i	0.4	i	-9.4
> Cc1ccc(S(=O)(=O)N2CCC(C(=O)OC3CCOC3=O)CC2)cc1C (stereo unspecified)
    8.9	i	-2.8	i	i	.	i	i	-0.2	i	.
> COc1ccc(OC)c(-n2c(=S)[nH]c3cc(C(=O)N(C)Cc4ccccc4)ccc3c2=O)c1
    7.2	i	7.3	i	i	-0.9	i	i	-0.7	i	3.5
> Cn1cccc1Cc1nnc(SCC(=O)NC2CCCCC2)n1-c1ccc(F)cc1
    -9.4	i	-1.2	i	i	1.1	i	i	-0.5	i	-3.2
> Cc1oc2ccc(OCc3ccc(F)cc3Cl)cc2c1C(=O)O
    1.1	i	5.2	i	i	-0.4	i	i	0.0	i	-4.7
> CC(Oc1ccccc1)c1nnc(N)s1 (stereo unspecified)
    0.0	i	-4.4	i	i	-1.8	i	i	0.7	i	-0.6
> CCCC1CCc2c(sc(NC(=O)OCC)c2C#N)C1 (stereo unspecified)
    -40.5	i	-2.2	i	i	1.6	i	i	2.6	i	-14.4
> O=C(CN1CCCCC1)Nc1cccc(Cl)c1
    -5.9	i	-6.5	i	i	4.4	i	i	0.7	i	-16.1
> O=C1CCCN1CCCNS(=O)(=O)c1cccc(F)c1
    9.0	i	0.0	i	i	-3.8	i	i	0.0	i	3.3
> Cc1ccc(Cn2c(=O)n(C)c(=O)c3sccc32)cc1
    14.8	i	2.1	i	i	18.2	i	i	0.3	i	5.6
> COC(=O)c1ccc(CNC(=O)CNC(=O)c2sc3ccccc3c2Cl)cc1
    -13.0	i	14.4	i	i	.	i	i	-0.1	i	.
> CCn1c(CSCc2ccc(F)cc2)nnc1SCC(=O)NCc1ccccc1
    7.1	i	4.5	i	i	-2.2	i	i	-0.3	i	-34.0
> COc1cc2nc(Cl)nc(N3CCN(C)CC3)c2cc1OC
    2.7	i	-14.2	i	i	-5.3	i	i	0.0	i	2.7
> COc1cc(C(=O)NCCOc2ccccc2)c(Br)c(OC)c1OC
    -5.3	i	-6.8	i	i	5.4	i	i	-8.9	i	-8.2
> O=C(Nc1ccc2c(c1)OCO2)C1Cc2ccccc2CN1S(=O)(=O)c1cccs1 (stereo unspecified)
    -21.8	i	0.9	i	i	-1.2	i	i	-1.2	i	-24.1
> CC(C)NC(=O)CSc1nnc(-c2ccc(S(=O)(=O)N3CCCC3)cc2)n1CC1CCCO1 (stereo unspecified)
    4.3	i	1.9	i	i	-7.0	i	i	0.1	i	-14.8
> O=C(c1ccc(CS(=O)Cc2ccc(Cl)cc2)o1)N1CCN(c2ccccc2F)CC1 (stereo unspecified)
    26.5	i	-4.0	i	i	3.7	i	i	-0.4	i	1.0
> OC(c1ccccc1)(c1ccccc1)C1CCN(C(=S)NC2CCCC2)CC1
    17.5	i	-10.1	i	i	5.1	i	i	0.1	i	5.4
> COc1ccc(-c2nn(-c3ccccc3)cc2/C=N/O)cc1
    -4.6	i	0.0	i	i	-2.2	i	i	0.8	i	-11.4
> CC(=O)Nc1ccc(C2Nc3cc(C)c(C)cc3NC3=C2C(=O)CC(C)(C)C3)cc1 (stereo unspecified)
    -13.7	i	1.9	i	i	0.0	i	i	0.1	i	-75.4
> O=C(Nc1ccc2c(c1)OCCO2)C1CC1c1ccccc1 (stereo unspecified)
    -123.5	i	5.6	i	i	-2.0	i	i	4.3	i	-85.4
> COc1ccc(C2CC(c3ccccc3)Nc3nc(NS(C)(=O)=O)nn32)cc1 (stereo unspecified)
    -1.1	i	-11.6	i	i	1.7	i	i	-0.4	i	-11.4
> COc1ccccc1NC(=O)C(C)OC(=O)COc1cccc2c1OC(C)(C)C2 (stereo unspecified)
    -1.4	i	-6.5	i	i	.	i	i	0.0	i	.
> COc1ccc(NC(=O)c2sccc2SCc2cccc(C(F)(F)F)c2)cc1
    -15.3	i	-3.6	i	i	-1.7	i	i	0.2	i	0.5
> CCCC1COC(Cn2cncn2)(c2ccc(C)cc2)O1 (stereo unspecified)
    11.3	i	-1.9	i	i	1.3	i	i	0.0	i	-5.3
> Cc1cc(C)c(C#N)c(SCc2ccc(C(=O)O)cc2)n1
    9.6	i	11.1	i	i	-5.9	i	i	-0.5	i	-25.8
> COc1ccc(OC)c(S(=O)(=O)NCc2csc(-c3ccccc3)n2)c1
    23.0	i	4.5	i	i	-0.5	i	i	-0.1	i	-22.8
> COc1cccc(S(=O)(=O)Nc2ccc3sc(C)nc3c2)c1
    -8.4	i	6.2	i	i	0.5	i	i	0.7	i	16.3
> CCCCOc1ccc(CCC(=O)N/N=C/c2ccco2)cc1
    -11.3	i	7.1	i	i	-3.4	i	i	-0.2	i	-19.1
> CCCCSCCCNC(=O)Nc1ccc(C)c(C)c1
    -3.1	i	-7.0	i	i	-0.3	i	i	-0.1	i	-38.5
> COc1ccc(C(CNC(=O)c2oc3cc(Br)ccc3c2C)N2CCCCC2)cc1 (stereo unspecified)
    4.1	i	-9.9	i	i	3.5	i	i	-0.2	i	-20.9
> COc1cc(O)c(C(CC(=O)N2CCOCC2)c2ccc3c(c2)OCO3)c(OC)c1 (stereo unspecified)
    -13.9	i	0.1	i	i	.	i	i	-0.1	i	.
> COC(=O)c1ccc(COc2ccccc2/C=C(\C#N)C(=O)Nc2ccccc2C)cc1
    -56.7	i	2.1	i	i	-2.1	i	i	-0.2	i	15.1

One compound at a time, as listed above:
CC(C)NC(=O)CSc1nnc(-c2ccc(S(=O)(=O)N3CCCC3)cc2)n1CC1CCCO1 (stereo unspecified) across the screens: aSyn UTR inh: 4.3; TRPC6 activator: i; SKKanGAS inh: 1.9; TRPC4 block: i; TRPC6 inhibitor: i; IEC-6 tox: -7.0; TRPC4 agonist: i; MrgX1 antagonist: i; HIF activator: 0.1; TRPC4 PAM: i; KLF5 inh: -14.8
CCCCOc1ccc(CCC(=O)N/N=C/c2ccco2)cc1 across the screens: aSyn UTR inh: -11.3; TRPC6 activator: i; SKKanGAS inh: 7.1; TRPC4 block: i; TRPC6 inhibitor: i; IEC-6 tox: -3.4; TRPC4 agonist: i; MrgX1 antagonist: i; HIF activator: -0.2; TRPC4 PAM: i; KLF5 inh: -19.1
COc1cccc(S(=O)(=O)Nc2ccc3sc(C)nc3c2)c1 across the screens: aSyn UTR inh: -8.4; TRPC6 activator: i; SKKanGAS inh: 6.2; TRPC4 block: i; TRPC6 inhibitor: i; IEC-6 tox: 0.5; TRPC4 agonist: i; MrgX1 antagonist: i; HIF activator: 0.7; TRPC4 PAM: i; KLF5 inh: 16.3

Other compounds.
Order of results – aSyn UTR inh	TRPC6 activator	SKKanGAS inh	TRPC4 block	TRPC6 inhibitor	IEC-6 tox	TRPC4 agonist	MrgX1 antagonist	HIF activator	TRPC4 PAM	KLF5 inh
> CC(C)(CNc1ccc([N+](=O)[O-])cc1Cl)N1CCOCC1
    3.0	i	0.5	i	i	-1.2	i	i	-0.1	i	5.9
> CCN(CC)C(=O)c1ccc2c(c1[N+](=O)[O-])C(=O)c1ccccc1C2=O
    -93.3	i	-2.0	i	i	9.5	i	i	0.6	i	-32.0
> COc1cccc(C(=O)NCCS(=O)(=O)N2CCCCCC2)c1
    3.3	i	-4.5	i	i	.	i	i	-1.4	i	.
> COc1ccc(C)cc1NC(=O)Nc1cnccn1
    16.3	i	-13.7	i	i	8.9	i	i	-0.5	i	-11.9
> CCOc1ccccc1N1C(=O)CC(Sc2n[nH]c(-c3ccccc3)n2)C1=O (stereo unspecified)
    -6.8	i	-4.0	i	i	-2.7	i	i	0.2	i	3.3
> Cc1ccccc1C(=O)Nc1c2c(nc3ccccc13)CCCC2
    11.0	i	-3.5	i	i	-8.4	i	i	-0.3	i	-30.1
> CC1=CC2=NC(=O)/C(=C\c3cccn3CCOc3ccc(C)c(C)c3)C(=N)N2O1
    -94.7	i	7.9	i	i	4.2	i	i	0.8	i	13.6
> C#CCOc1ccc(/C=C2/C(=O)ON=C2C)cc1OCC
    -6.7	i	-1.2	i	i	-8.6	i	i	-12.4	i	-7.0
> CCN(CC)C(=O)c1ccccc1NS(=O)(=O)c1cccs1
    12.8	i	-3.3	i	i	-4.7	i	i	0.1	i	-14.8
> Cc1ccccc1NC(=S)NC(C)C(c1ccccc1)N1CCN(C)CC1 (stereo unspecified)
    23.9	i	2.1	i	i	-0.5	i	i	0.1	i	-3.2
> CC(=O)Nc1ccc(S(=O)(=O)N2CCN(C(=O)c3ncoc3-c3ccccc3C)CC2)cc1
    -15.6	i	-1.1	i	i	-0.3	i	i	0.3	i	5.5
> Oc1ccc(C(=S)N2CCCCC2)cc1
    -15.7	i	-0.6	i	i	-0.9	i	-4.82*	-0.3	i	1.7

Not a hit list. About 5.8% of those tested had a hit in this group.
